Screening data (PubChem)
Dynein cargo inh: inhibitors of GR-EGFP nuclear translocation, primary screen, dynein cargo transport inhibitor project, imaging, high-content, 3617.4 mouse cells | test concentration mostly 20 µM; stimulated with dexamethasone, 1 µM; stronger effect = lower value | z-score, hits read low | 220,000 compounds, 0.47% hits | AID 1381, 2008;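 active = plate z-score of nuclear minus cytoplasmic receptor signal below a set negative limit, without overly bright fluorescence or cell loss, cut at about -3.5 in these data, passing the limit was not always enough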;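 note: z-score of nuclear minus cytoplasmic ring GR-EGFP intensity difference per well; some compounds called inactive have numbers as strong as hits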
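Buffer or medium: tet-free, stripped-serum medium; Also added: dexamethasone, 1.0 µM final; Technique: high-content fluorescence imaging after fixation; Times: 48 h induction, 1 h compound, 30 min dex at 37 °C; Read-out: per-cell GR-EGFP intensity, nucleus versus surrounding cytoplasmic ring, well-averaged.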
Autophagy mod: autophagy modulators in MEF cells, primary screen, imaging, high-content, MEF GFP-LC3; MEF GFP-LC3 puncta imaging; test concentration mostly 10 µM; calls only at 10 µM (by protocol); 190,000 compounds, 0.98% hits;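 active = percentage of spot-positive cells more than 3 SD above its plate mean, without a fluorescence outlier flag or 80% toxicity; inconclusive = no clear call, values can overlap the other calls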;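 note: spot-positive cell cutoff set from DMSO-treated cells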
MT stabilize HCS: microtubule stabilizers in HeLa cells, primary screen, imaging, high-content imaging | AID 2205, 2009 | HeLa tubulin immunostaining HCS, 24 h; share of cells brighter than vehicle mean+2SD | 200,000 compounds, 0.83% hits | % tubulin-high responders, % at 10 µM;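 active = plate Z-score above 3 for both tubulin-high and condensed-nucleus cell shares, with cell loss under 80%, at 10 µM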;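 note: anti alpha tubulin signal scored within the nucleus-defined area of each cell; some results filed as inactive read as strong as hits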
WT yeast gro inh: growth inhibition of WT strain, primary screen, mitochondrial fusion inhibitor project, WT and mutant strains, chemical genetic | mitochondrial fusion phenotypic screen | 190,000 compounds, 2.1% hits | inhibition, % at 10 µM; in the data active = inhibition above about 58%; tested in S. cerevisiae
Yfh1-off respiration: enhancers of respiration in Yfh1-depleted yeast, dose response, Friedreich's ataxia, plus single-dose screen (AID 1465) | S. cerevisiae Yfh1-off respiration, WST-1 reduction, 72 h; higher fold induction means a stronger effect | one-dose fold induction at 50 µM; EC50 in µM for titrated hits | 220,000 compounds, 0.074% hits;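 active = fold induction of absorbance versus untreated yeast above a set limit, then at least 30% activation at any dose in follow-up; inconclusive = repeats straddling the limit, or above it without dose testing; inactive = fold induction below the set limit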;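 note: activators that raise dye reduction in frataxin-depleted yeast; strong numbers were not always called active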
HIV peptide binding: inhibitors of HIV fusion peptide binding, primary screen, biochemical, uHTS, fluorescence dequenching (AID 1986) | 290,000 compounds, 0.3% hits | cell-free peptide binding, fluorescence dequenching, 30 min; higher % means a stronger effect | inhibition, % at 20 µM; hits with a dose series show IC50 in µM; in the data active = inhibition mostly above about 52%, no sharp cut-off; inactive = mostly below about 76%; note: some results filed as inactive read as strong as hits
AID2073: inhibitors of Mint1-CaV2.2 protein interaction, biochemical, HTRF (AID 2073) | Voltage-dependent N-type calcium channel subunit alpha-1B (Homo sapiens) | HTRF protein-protein interaction, Mint1-CaV2.2; higher % means a stronger effect | 290,000 compounds, 0.19% hits | inhibition, % at 20 µM, or IC50 in µM where a hit was titrated; in the data active = inhibition mostly above about 51%, no sharp cut-off; inconclusive = no clear call, values can overlap the other calls; inactive = mostly below about 53%; note: some results filed as inactive read as strong as hits
b-catenin transl: modulators of beta-catenin nuclear translocation, primary screen, imaging, HeLa cells, immunofluorescence, high-content | 190,000 compounds, 0.3% hits | nuclear translocation activity, % at 5 µM;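 active = nuclear translocation activity above 50% at 5 µM, with a well cell count of 50 or more; inconclusive = wells under 50 cells across six images, flagged as toxic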;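 note: per-cell ratio of nuclear to cytoplasmic median beta-catenin stain intensity; plate controls were DMSO negative control for no effect and GSK-3 inhibitor IX positive control for full effect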
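Test system: human HeLa cell line; Doses: 5 µM primary, 0.02–20 µM confirmation; Incubation: 24 h compound exposure, 37°C; Detection: beta-catenin immunofluorescence imaging with DAPI; Read-out: beta-catenin nuclear/cytoplasmic ratio, % activation.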
Insulin prom up: insulin promoter activators in MIN6 cells, imaging, high-content screening, mouse beta cells; MIN6 insulin promoter-GFP reporter; stronger effect = higher value; z-score at 5 µM; 190,000 compounds, 0.3% hits; AID 1625, 2009;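 active = z-score above 3 at 5 µM with at least 500 cells counted in the well; inconclusive = wells under 500 cells, flagged as cytotoxic or low count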
WT yeast gro inh mutant strain: also measured in WT yeast gro inh; calls as there; inhibition, %; mitochondrial fusion phenotypic screen, mutant strain inhibition
Dynein cargo inh cytoplasmic EGFP: further read-out of Dynein cargo inh, marked with its call; z-score; measured here: cytoplasmic GR-EGFP intensity; stronger effect = higher value
Dynein cargo inh nuclear GR-EGFP: further read-out of Dynein cargo inh, marked with its call; z-score; measured here: nuclear GR-EGFP intensity;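 lower value marks the stronger effect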
Dynein cargo inh cell count: further read-out of Dynein cargo inh, marked with its call; z-score; measured here: cell count per field
Insulin prom up cell count: further read-out of Insulin prom up, marked with its call; cell count; measured here: cytotoxicity, nuclei count;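 total cells summed across four imaged fields per well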
b-catenin transl cell count 5 µM: also measured in b-catenin transl; calls as there; cell count; measured here: cell count, cytotoxicity flag
MT stabilize HCS Hoechst-high %: second read-out of MT stabilize HCS, no call of its own (marks repeat the call); % Hoechst-high responders; measured here: nuclear condensation Hoechst responders;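 share of cells brighter than vehicle mean plus two SD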
MT stabilize HCS cytotoxicity %: also measured in MT stabilize HCS; calls as there; toxicity, %; measured here: cytotoxicity by cell density;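 0% = mean cell density of plate MIN control wells and 100% = no cells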
Autophagy mod cell loss 18 h: also measured in Autophagy mod; calls as there; toxicity, %; measured here: cell loss, nuclei count;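 cell loss after 18 h compound exposure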
* marks the source's active call; other numbers are inactive results; i = inactive; ? = inconclusive; · = no result given; + = active, no number; & = joins results of further samples.

Value order – HIV peptide binding	WT yeast gro inh	WT yeast gro inh mutant strain	Dynein cargo inh	b-catenin transl	Dynein cargo inh cell count	Autophagy mod	Dynein cargo inh cytoplasmic EGFP	MT stabilize HCS cytotoxicity %	Dynein cargo inh nuclear GR-EGFP	Insulin prom up	Autophagy mod cell loss 18 h	Yfh1-off respiration	MT stabilize HCS	MT stabilize HCS Hoechst-high %	Insulin prom up cell count	b-catenin transl cell count 5 µM	AID2073
1	O=C(O)c1ccccc1C(=O)OCc1ccccc1
→ -0.2%	-1	12	0.72	0.7	-0.36	i	-0.28	3.8	0.61	0.75	-1	i	1.7	0.8	1252	1203	-5%
2	CCOc1ccc(-n2nnnc2SCC(=O)N2CCOCC2)cc1
→ 4.2%	-18	-3	-0.36	-1.7	0.37	i	-0.27	5.6	-0.23	·	1	i	3.5	2.1	·	1147	10%
3	Cn1c(C(=O)OC(C(=O)NCc2ccco2)c2ccncc2)cc2sccc21 (stereo not drawn)
→ 0.1%	13	3	-0.05	-1.6	0.68	i	-0.24	5.0	0.096	-0.53	1	i	3.2	1.9	938	1104	4%
4	Cc1ccc(-n2nnc(-c3nccs3)n2)cc1
→ -0.2%	33	23	-0.5	-3.1	0.41	i	-0.21	6.4	0.069	0.05	4	i	2.0	2.7	1249	1061	9%
5	CN1CCN(CC(=O)Nc2nc3c(s2)CCCC3)CC1
→ -1.8%	·	·	-0.24	0.2	0.63	·	-0.17	·	0.32	1.4	·	i	·	·	1045	1313	16%
6	Cc1cccc2cc3cccc(C)c3nc12
→ 1.0%	·	·	-0.94	-0.1	2.5	·	-0.012	·	-0.12	0.11	·	i	·	·	1040	1291	12%
7	Cc1cc(C(=O)NNC(=S)NC(C)c2ccccc2)c2ccccc2n1 (stereo not drawn)
→ 0.9%	0	11	-0.74	2.9	0.57	i	1.3	6.0	-0.24	-0.4	3	?	1.8	1.9	1577	1390	-43%
8	CN(C)CCCNc1nc(-c2ccccc2)c2c(c1C#N)CC(C)(C)OC2
→ -0.4%	·	·	0.35	0.6	0.32	·	-0.18	·	0.28	-0.08	·	i	·	·	995	1372	11%
9	CC(C)(C)c1cnnn1-c1ccc(-c2csc(N)n2)cc1
→ -2.2%	-2	-3	-0.78	-0.5	1.4	i	-0.14	7.0	-0.22	0.22	7	i	2.8	3.4	1926	1081	-13%
10	C=CCn1c(P(C)(=O)O)nc2ccccc21
→ 2.1%&1.9%	3&2	6&12	-0.27&0.86	-1.0&-1.8	0.033&-0.44	i	2.1&-0.24	0.2&1.0	0.31&0.59	0.36	12&5	i	1.7&2.8	2.0&2.7	1544	615&1139	3%&7%
11	CCCCNC(=O)CN1C(=O)NC2NC(=O)NC21 (stereo not drawn)
→ 1.0%	-4	-1	-0.83	·	0.017	i	-0.21	7.8	-0.36	0.12	9	i	5.3	2.7	893	·	-2%
12	O=C(/C=C/c1cccc([N+](=O)[O-])c1)Nn1c(-c2ccccc2F)nc2ccccc2c1=O
→ -1.2%	11	23	-0.32	-0.1	0.64	i	-0.15	9.3	-0.086	0.08	19	i	3.2	3.0	1277	993	11%
13	CCC[N+](C)(C)C(C)C(OC(C)=O)c1ccccc1 (stereo not drawn)
→ -0.7%	·	·	-0.74	0.5	1.3	·	-0.16	·	-0.39	-0.21	·	i	·	·	1003	1313	-1%
14	O=[n+]1cc(-c2ccc(Cl)cc2)n([O-])c2c1CCCCC2
→ -2.0%	1	2	-0.23	7.3	0.23	i	-0.26	8.8	-0.16	0.19	4	i	2.3	2.8	1233	492	3%
15	COC(=O)/C(C#N)=C/c1c(Oc2cc(C)cc(C)c2)nc2ccccn2c1=O
→ -1.2%	·	·	-0.096	1.1	0.43	·	-0.038	·	0.14	-0.29	·	i	·	·	984	1231	8%
16	O=C(N/N=C/c1cccs1)c1ccccn1
→ -4.3%	-8	5	2.2	-0.8	-1.7	i	-0.17	3.8	1.9	1.6	26	i	3.0	1.4	1639	1374	-4%
17	CC(=O)Nc1ccc(S(=O)(=O)N(C)CC(=O)OCC(=O)c2cc(C)n(-c3ccc4c(c3)OCO4)c2C)cc1
→ 8.6%	-12	1	0.38	1.5	0.098	i	-0.29	4.5	0.46	-0.22	-3	i	9.6	4.5	1553	894	9%
18	CCOC(=O)c1cnc2ccc(OCC)cc2c1NCCN1CCOCC1
→ 2.6%	7	15	-1.6	0.1	1.2	i	-0.23	8.6	-0.79	-0.99	7	i	1.4	2.6	1564	1517	-16%
19	CCCOc1ccc(/C(O)=C2\C(=O)C(=O)N(CCCN(C)C)C23C(=O)N(C)c2ccccc23)cc1 (stereo not drawn)
→ -1.1%	·	·	·	-0.3	·	·	·	·	·	0.56	·	·	·	·	1020	1233	-1%
20	OCC1(Cc2ccccc2)CCN(C2CCN(c3ccc(F)c(F)c3)CC2)CC1
→ -1.1%	-23	39	-0.19	1.0	0.71	i	-0.24	6.7	-0.28	0.24	4	i	2.7	3.3	1523	1604	-2%
21	CC(C)NC(=O)C1CCCN(S(C)(=O)=O)C1 (stereo not drawn)
→ -0.2%	-8	-11	-0.076	-4.1	-0.43	i	-0.21	4.1	0.088	0.06	3	i	3.5	1.2	1910	1072	4%
22	O=C(CNC(=O)c1ccncc1)N/N=C/c1cc(Br)ccc1O
→ -0.3%	-9	1	-0.46	·	0.83	i	-0.25	4.2	-0.66	-0.23	-8	i	4.9	4.2	1219	·	-2%
23	Cc1oc(CC(C)C)cc1C(N)=O
→ 0.0%	-3	7	-0.35	-0.1	0.58	i	-0.31	2.7	-0.15	1	0	i	2.8	3.1	1551	1564	4%
24	COc1ccc(Br)cc1CNC(=O)CCNC(=O)Cn1ccc2ccccc2c1=O
→ 1.4%	-4	8	-0.24	-1.5	0.78	i	-0.32	5.8	0.21	-0.26	16	i	4.8	3.8	1356	1125	8%
25	COc1cc(CNC(=O)c2ccc(Cn3nc(C)c(Cl)c3C)o2)cc(OC)c1
→ -1.3%	0	6	0.1	0.2	-0.71	i	-0.22	47	0.53	-0.59	-5	i	3.2	3.9	1242	1039	-3%
26	Cc1nn(C)c(C(=O)Nc2ccc(Cl)c([N+](=O)[O-])c2)c1Cl
→ 2.5%	-5	-19	0.44	1.2	-1.1	i	-0.24	13	0.13	-0.34	-11	i	2.2	2.3	1251	548	1%
27	C#CCNc1cc(-c2ccccc2)nc2ncnn12
→ 0.3%	-12	11	-0.53	-0.2	0.63	i	-0.32	1.9	-0.33	-0.61	-2	i	3.2	2.4	1488	1488	8%
28	COc1ccc(C(=O)N2CCC(C(=O)NCc3ccccn3)CC2)cc1
→ 3.1%	-11	-18	-1.4	-1.4	0.45	i	4.9	10	-0.027	-0.48	-4	i	3.7	2.4	1496	1031	1%
29	Cc1ccccc1Oc1nc2ccccn2c(=O)c1/C=C(\C#N)C(=O)Nc1c(C)n(C)n(-c2ccccc2)c1=O
→ -0.1%	-16	17	0.039	-1.4	0.062	i	-0.23	4.7	0.11	1.1	14	i	2.3	2.5	1442	1131	13%
30	COc1ccc(NC(=O)c2ccc(COCC(F)(F)F)cc2)cc1OC
→ -1.5%	-4	-8	2.1	-0.2	-1.8	i	-0.042	12	1.5	-0.31	-11	i	4.7	3.3	1450	1059	4%
31	CN(C)Cc1c(-c2ccc(Cl)cc2)nc2ccccn12
→ 1.3%	-2	13	0.71	-1.5	-0.41	i	-0.056	19	1.1	-0.25	15	i	3.5	1.2	1641	1032	-1%
32	CCOC(=O)C1=C(N)N(c2ccc(N3CCCCC3)cc2)C(=O)C1
→ -1.2%	-13	5	-0.22	-0.5	0.89	i	-0.15	6.6	-0.28	0.52	-2	i	1.9	1.8	1242	1142	-2%
33	CSc1c(SCc2ccccc2)cnn(Cc2ccccc2)c1=O
→ -3.2%	46	7	0.023	·	-1	i	-0.19	15	0.083	-0.23	7	i	3.3	2.4	1351	·	-9%
34	CCOc1cc(/C=C2\N=C(SCC)SC2=O)cc([N+](=O)[O-])c1OC(C)=O
→ -1.4%	25	17	-0.63	-4.5	0.46	i	-0.12	1.3	-0.37	0.67	1	i	5.2	1.5	1433	875	-7%
35	CC(=O)NC1CCN(C(=O)N2CCCC2)CC1
→ 21%	-11	6	1.7	1.1	-0.61	+	-0.31	2.3	0.83	0.02	17*	i	4.7	3.9	1079	1156	-1%
36	CCOc1ccc(N2C(=O)CC(NCCc3ccncc3)C2=O)cc1 (stereo not drawn)
→ 1.4%	-8	-19	0.31	-0.8	0.54	i	-0.12	1.7	-0.011	0.51	-9	i	3.6	1.9	1339	1203	-1%
37	CCOC(=O)C1CCN(C(=O)/C(C)=C\c2ccccc2)CC1
→ 1.0%	-3	-3	-0.93	3.7	0.68	i	-0.24	7.5	-0.41	-0.63	8	i	1.8	1.6	1495	877	-4%
38	COc1cc2cc(C(=O)Nc3ccccc3)c(N)nc2cc1OC
→ 1.8%	-2	1	-0.46	-4.2	-0.036	i	0.92	6.1	-0.031	-0.25	4	i	4.3	4.1	948	940	14%
39	COc1cccc(C(=O)N2CCN(Cc3ccc4c(c3)OCO4)CC2)c1OC
→ -0.1%	-10	1	-0.48	2.2	1.5	i	-0.31	7.5	-0.31	-0.77	3	i	2.8	2.1	1263	1159	1%
